From PubChem
All columns: NCI-60 one-dose screen, growth in % after 48 h at 10 µM unless noted; 100 = growth as untreated, 0 = no growth, -100 = all killed.
MCF7: MCF7 breast cancer | AID 1794796 | 6.3% of 82,000 active; active = growth percent below 10
Starred values were filed as active, the others as inactive; & = joins results of further samples; [ ] = remark or other dose. These rows are one share of the data, so the mix of outcomes need not match the whole.

# | SMILES | MCF7
1 | CN1C(=O)C(CCC(=O)O)N=C(c2ccc(O)cc2)c2cc(Cl)ccc21 (stereo not drawn) | 88.1[30 µM]
2 | CC(C)C1N=C(c2ccc(O)cc2)c2cc(Cl)ccc2N(CC2CC2)C1=O (stereo not drawn) | 91.3[30 µM]
3 | CO/C(N)=C(\C#N)N=Cc1cccnc1 | 96.4&94.5[100 µM]
4 | CCCCN1C(=O)C(Cc2ccccc2)N=C(c2cccc(O)c2)c2ccc(Cl)cc21 (stereo not drawn) | 91.2[30 µM]
5 | CCCCCN1C(=O)C(C(C)C)N=C(c2ccc(O)cc2)c2cc(Cl)ccc21 (stereo not drawn) | 98.2[30 µM]
6 | O=C(O)CN1C(=O)C(Cc2ccc(O)cc2)N=C(c2ccc(O)cc2)c2cc(Cl)ccc21 (stereo not drawn) | 88.8[30 µM]
7 | COC(=O)[C@@H]1C[C@@]23CCCN4CC[C@@]5(c6cccc(OC)c6N(C=O)[C@]15CC2)[C@@H]43 | 88.1&90.8[100 µM]
8 | C=C1C(=O)OC2/C=C(\C)CC/C=C(/C)CC(OC(=O)/C(=C/CO)CO)C12 (stereo not drawn) | -68.3*[100 µM]
9 | N#CCN1C(=O)C(Cc2ccccc2)N=C(c2ccc(O)cc2)c2cc(Cl)ccc21 (stereo not drawn) | 103.4[30 µM]
10 | NC(=O)CN1C(=O)C(Cc2ccc(O)cc2)N=C(c2cccc(O)c2)c2ccccc21 (stereo not drawn) | 75.5[30 µM]
11 | NC(=O)CCC1N=C(c2cccc(O)c2)c2ccc(Cl)cc2N(CC(=O)O)C1=O (stereo not drawn) | 92.5[30 µM]
